Bioassay records: PubChem, several laboratories
CHT PAM: CHT positive allosteric modulators, primary screen, cell-based, membrane potential dye, choline EC20 | B-score at 10 µM | CHT-expressing cells; hits give high values; LV-AA mutant CHT in HEK293 cells | High affinity choline transporter 1 (Homo sapiens), Q9GZV3 | hit rate 0.49% among 310,000 | AID 488977, 2010;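 active = initial fluorescence not abnormally high and integrated response B-score, plate-corrected, over 3 SD above library mean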
Target sequence (Q9GZV3 whole entry, looked up): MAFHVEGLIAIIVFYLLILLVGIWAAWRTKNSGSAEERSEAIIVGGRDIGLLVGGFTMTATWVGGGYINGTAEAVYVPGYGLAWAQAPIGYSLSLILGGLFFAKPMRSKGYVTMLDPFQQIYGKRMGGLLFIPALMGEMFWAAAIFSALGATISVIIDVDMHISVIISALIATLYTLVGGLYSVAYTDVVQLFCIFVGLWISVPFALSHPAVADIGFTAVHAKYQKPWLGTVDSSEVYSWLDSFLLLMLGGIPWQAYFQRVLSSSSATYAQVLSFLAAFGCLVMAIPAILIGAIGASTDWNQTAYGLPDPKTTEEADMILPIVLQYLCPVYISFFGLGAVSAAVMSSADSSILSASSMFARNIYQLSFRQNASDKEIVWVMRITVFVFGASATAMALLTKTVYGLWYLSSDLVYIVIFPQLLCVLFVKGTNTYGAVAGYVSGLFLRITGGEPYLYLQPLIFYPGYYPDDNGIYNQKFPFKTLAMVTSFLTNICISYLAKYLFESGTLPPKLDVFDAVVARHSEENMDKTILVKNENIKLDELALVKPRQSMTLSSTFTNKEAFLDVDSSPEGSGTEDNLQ
OX1R antag: OX1R (HCRTR1) antagonists, primary screen, fluorescence, CHO/OX1R cells, Fluo-8 calcium, orexin A; Fluo-8 calcium fluorescence; hit rate 0.43% among 330,000; Orexin/Hypocretin receptor type 1 (Homo sapiens), O43613; inhibition, % at 5 µM;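 active = inhibition above its plate's threshold, mean inhibition of all tested compounds on the plate plus 3 SD, cut at about 37% in these data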;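 note: 0% = orexin A challenge wells and 100% = SB-334867-A antagonist wells; not every result past the cut was called active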
Target sequence (O43613 whole entry, looked up): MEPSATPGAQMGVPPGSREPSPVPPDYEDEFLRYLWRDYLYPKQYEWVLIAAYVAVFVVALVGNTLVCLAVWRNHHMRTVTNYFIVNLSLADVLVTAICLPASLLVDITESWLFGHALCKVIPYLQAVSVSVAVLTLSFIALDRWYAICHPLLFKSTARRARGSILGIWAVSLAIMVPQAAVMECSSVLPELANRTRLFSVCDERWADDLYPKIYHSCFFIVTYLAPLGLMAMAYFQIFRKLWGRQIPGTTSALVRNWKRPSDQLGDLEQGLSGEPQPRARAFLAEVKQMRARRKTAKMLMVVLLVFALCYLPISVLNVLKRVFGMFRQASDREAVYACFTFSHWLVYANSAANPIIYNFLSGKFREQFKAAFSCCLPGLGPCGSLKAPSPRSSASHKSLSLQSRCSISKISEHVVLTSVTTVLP
* hit, by the source's call; i = inactive; x = not tested or not shown. The order is random, and some 0.83% of all compounds hit somewhere here.

The line under a structure holds: OX1R antag | CHT PAM
> COCCn1c(SCC(=O)Nc2cc(C)on2)nnc1-c1ccco1
 : -12 | i
> O=C(NCc1ccc2c(c1)OCO2)C1CC(=O)N(C2CCCCCC2)C1 (stereo not drawn)
 : -23 | i
> COc1ccc2nc(SCC(=O)O)nc(C)c2c1
 : -5 | i
> O=C(CC1SC(N2CCCC2)=NC1=O)Nc1ccc(C(=O)NCCc2ccc(F)cc2)cc1 (stereo not drawn)
 : -1 | i
> Cc1ccc(S(=O)(=O)n2cc(-c3ccccc3)c3ccccc32)cc1
 : -5 | x
> O=C1COc2ccc(C(=O)COc3ccc([N+](=O)[O-])cc3)cc2N1
 : -7 | i
> COc1ccc(-c2c(NC(=O)CC(C)C)n(C)c3ccccc3c2=O)cc1OC
 : -16 | i
> Cc1[nH]nc(SCC(=O)N2CCC(C)CC2)c1[N+](=O)[O-]
 : -7 | i
> CN1CCN(C(=O)C2C3C=CC(C3)C2C(=O)O)CC1 (stereo not drawn)
 : -2 | i
> COCCn1c(SCC(=O)N2CCC(C)CC2)nc2c([nH]c3ccccc32)c1=O
 : -29 | i
> COc1ccc(Nc2oc(-c3cccs3)nc2C#N)cc1
 : 15 | i
> O=[N+]([O-])/C(=C\Nc1ccc(F)cc1F)S(=O)(=O)c1ccccc1
 : 5 | i
> COC(=O)c1ccc(NCN2C(=O)C3C4CCC(C4)C3C2=O)cc1 (stereo not drawn)
 : -5 | i
> Cc1ccc(S(=O)(=O)NCCC(=O)Nc2ccc(C)cc2C(=O)c2ccccc2)cc1
 : -32 | i
> CCOC(=O)c1c(-c2ccc(-c3ccccc3)cc2)csc1NC(=O)CCC(=O)O
 : 1 | i
> CCC(C#CCN1CCCCC1)(CC)OCCC#N
 : -16 | i
> Cc1cc(C(F)F)n2nc(C(=O)Nc3ccc(S(=O)(=O)N4CCCCCC4)cc3)nc2n1
 : -25 | i
> CC(CCc1ccccc1)NC(=O)Cc1ccc([N+](=O)[O-])cc1 (stereo not drawn)
 : -14 | i
> COc1ccc(CCNC(=O)CSc2nnc(Cc3csc(N)n3)n2C)cc1OC
 : 2 | i
> CCc1nc2ccc(C(=O)N3CCN(c4cccc(Cl)c4)CC3)cc2nc1CC
 : -29 | i
> COc1ccc(/C(C#N)=C/c2c(-c3ccc(Cl)cc3)nc3c(C)cccn23)cc1
 : -9 | i
> CN(CC(=O)Nc1cccc2ccccc12)c1ccc(S(=O)(=O)N2CCOCC2)cn1
 : -6 | i
> Cc1ccc(NC(=S)NC(=O)c2ccc(-c3ccccc3)cc2)cc1
 : -9 | i
> Cc1ccc(S(=O)(=O)N2CCC(C(=O)Nc3nnc(-c4ccc(F)cc4)s3)CC2)cc1
 : -19 | i
> O=C(NNC(=O)c1ccc([N+](=O)[O-])cc1)c1ccc(F)cc1
 : 6 | i
> CCCS(=O)(=O)N1CCN(C(=O)COc2ccc(OC)cc2)CC1
 : -18 | i
> C=CCOc1ccc(C=NNc2ccc(S(=O)(=O)Nc3ccccc3C(=O)O)cc2[N+](=O)[O-])cc1OC
 : 2 | x
> O=C(NC(=O)N1CCN(c2ccccc2F)CC1)c1ccccc1
 : -11 | i
> COc1ccc(CCNC(=O)COC(=O)c2cc(S(=O)(=O)NCc3ccccc3)ccc2O)cc1OC
 : -26 | i
> CCOc1cc(-c2cc(-c3ccc(N)cc3)nc(N)c2C#N)ccc1O
 : -7 | i
> Cc1cc(C)n2nc(SCC(=O)Nc3ccc(F)cc3[N+](=O)[O-])nc2n1
 : -19 | x
> O=C(c1ccco1)N1CCN(c2nc3ccccc3n3nnnc23)CC1
 : -11 | i
> CCC(C)NS(=O)(=O)c1ccc(S(=O)(=O)N2CCCC3(CCCCC3)C2)cc1 (stereo not drawn)
 : 2 | i
> Cc1ccc(NS(=O)(=O)c2cc([N+](=O)[O-])ccc2NNC(=S)Nc2cc(C)ccc2C)c(C)c1
 : -18 | i
> CC(=O)Nc1ccc(S(=O)(=O)NCC(=O)OCC(=O)N2CCN(c3ccccc3)CC2)cc1
 : 0 | i
> O=C(OCC#CCSc1nnc(-c2cccc3ccccc23)o1)c1ccc(F)cc1
 : -24 | x
> CC(=O)Nc1ccc(SCC(=O)O)cc1
 : -3 | i
> O=C(CSc1nnc(CNC(=O)c2ccccc2)o1)NCC1CCCO1 (stereo not drawn)
 : -16 | i
> Cc1cc(NC(=O)COC(=O)c2oc3c(ccc4ccccc43)c2C)no1
 : -7 | i
> O=c1c2c(nc3cc(-c4ccccc4)[nH]n13)CCS2
 : -3 | i
> COCCN(CC(=O)Nc1cccc(C)c1)S(=O)(=O)c1ccc(S(=O)(=O)N2CCCC2)cc1
 : -23 | i
> COc1ccc(OCCCc2c(C)n[nH]c2C)cc1
 : 4 | i
> CC(C)n1c(O)c(N=NC(=O)Cn2ccc(C(F)(F)F)n2)c2ccccc21
 : -27 | i
> CCCc1cc(=O)oc2cc(OCC(=O)NCCCn3ccnc3)c(Cl)cc12
 : -9 | i
> COc1ccc(C(=O)NNc2ccccc2)cc1OC
 : -7 | i
> CC12CCC(=O)N1C(C(=O)NCCN1C(=O)S/C(=C\c3ccc(F)cc3)C1=O)CS2 (stereo not drawn)
 : -12 | i
> Cc1ccccc1OCCC(=O)NNC(=O)COc1cccc(F)c1
 : -9 | x
> O=C1CCN(S(=O)(=O)c2ccc(Cl)cc2)CC1
 : -10 | i
> Cc1ccc(OCC(=O)NC2CCCCCC2)cc1C
 : -28 | i
> Cc1nc2ncnn2c(C)c1Cc1ccc(Cl)cc1
 : -13 | i
> CC(=O)C1=C(O)C(=O)N(c2cc(C(C)(C)C)on2)C1c1ccc(Br)cc1 (stereo not drawn)
 : -28 | i
> Cc1ccc(C(=O)NNC(=O)C(C)Oc2ccccc2F)cc1S(=O)(=O)N1CCOCC1 (stereo not drawn)
 : -12 | i
> Cc1cc(C)cc(NC(=O)/C(C#N)=C/c2cn(CC(=O)NCc3ccco3)c3ccccc23)c1
 : -17 | i
> COc1ccc(-n2c(SCc3cn4c(C)cccc4n3)nc3ccccc3c2=O)cc1OC
 : 6 | i
> COc1cc(C)ccc1OCCOc1cc(C)ccc1Cl
 : -24 | i
> CCC(C)c1ccccc1OCC(=O)NN1C(=O)c2ccccc2C1=O (stereo not drawn)
 : -21 | i
> Cc1ccc(S(=O)(=O)c2c(C)nn(C(C)(C)C)c2OC(=O)C(C)(C)C)cc1
 : 31 | i
> COc1cc(/C=C/C(=O)OCC(=O)NC(=O)NCc2ccco2)ccc1OC(F)F
 : -14 | x
> c1ccc(-c2ncc(-c3ccn[nH]3)s2)cc1
 : -5 | i
> O=C(CN1CCN(S(=O)(=O)c2ccc(Br)cc2)CC1)Nc1ccc(F)cc1F
 : -8 | i

(cont.)
The line under a structure holds: OX1R antag | CHT PAM
> O=C(Cn1ccc(NC(=O)OCc2ccccc2)nc1=O)NCc1nc2ccccc2[nH]1
 : 1 | x
> C/C=C(\C)C(=O)OC(C)(C)[C@@H]1Cc2cc3ccc(=O)oc3cc2O1
 : 4 | x
> Cc1ccc(NS(=O)(=O)c2ccc(CCC(=O)NCCO)cc2)cc1
 : -12 | i
> COC(=O)Cn1c(=NC(=O)C(C)(C)C)sc2c(C)cc(C)cc21
 : -18 | i
> O=C(c1ccco1)N1CCN(c2ccc([N+](=O)[O-])cn2)CC1
 : -1 | i
> CCC(=O)N1N=C(c2ccc(C)o2)CC1c1ccc(OC)cc1 (stereo not drawn)
 : -14 | i
> CC1CCCN(CCCNC(=O)c2cc3c(Cl)nc4ccccc4c3s2)C1 (stereo not drawn)
 : -9 | i
> COc1ccc(/C=C/C(=O)OCC(=O)N2CCCC2)c(OC)c1
 : -3 | x
> O=C(CCCc1ccccc1)Nc1nncs1
 : -14 | i
> O=C(COC(=O)c1ccccc1SCC(=O)NC1CCCCC1)NC1CCCCC1
 : -19 | i
> CCN=C1S/C(=C\c2ccc(OC)c(OCC)c2)C(=O)N1CC
 : -6 | i
> CCCCOc1ccc(C(O)C(CN2CCOCC2)c2ccccc2)cc1 (stereo not drawn)
 : -33 | i
> Cc1ccc(C2CC(c3cccs3)=NN2C(=O)CSC2=NN3CCCC(=O)N=C3S2)cc1 (stereo not drawn)
 : -31 | i
> CC1(OC(=O)CCc2ccccc2)C(=O)C=C2C=C(c3ccc(C#N)cc3)N(C3CC3)C=C2C1=O (stereo not drawn)
 : -20 | i
> O=C(NN=C1C2CC3CC(C2)CC1C3)c1cc(Cl)ccc1O
 : -4 | i

Rewritten as tab-separated lines: entries from further up.
Structure	OX1R antag	CHT PAM
O=C(COC(=O)c1ccccc1SCC(=O)NC1CCCCC1)NC1CCCCC1	-19	i
CCN=C1S/C(=C\c2ccc(OC)c(OCC)c2)C(=O)N1CC	-6	i
CCCCOc1ccc(C(O)C(CN2CCOCC2)c2ccccc2)cc1 (stereo not drawn)	-33	i
Cc1ccc(C2CC(c3cccs3)=NN2C(=O)CSC2=NN3CCCC(=O)N=C3S2)cc1 (stereo not drawn)	-31	i
CC1(OC(=O)CCc2ccccc2)C(=O)C=C2C=C(c3ccc(C#N)cc3)N(C3CC3)C=C2C1=O (stereo not drawn)	-20	i
O=C(NN=C1C2CC3CC(C2)CC1C3)c1cc(Cl)ccc1O	-4	i

Going on with the list:
The line under a structure holds: OX1R antag | CHT PAM
> CC(C)[C@H](NC(=O)[C@@H]1CSC2c3ccccc3C(=O)N21)C(=O)NCc1ccco1 (stereo partly drawn)
 : -24 | i
> NC(CC(=O)OC1CCCCC1)C(=O)OC1CCCCC1 (stereo not drawn)
 : -29 | i
> Cc1nnc(SC(C)C)n(N)c1=O
 : 1 | i
> CCCC(=O)Nc1nnc(C2CCCO2)s1 (stereo not drawn)
 : -20 | i
> COc1cc(OC)cc(-c2sc3ccc(OC)cc3c2C#CCCO)c1
 : 15 | x
> COc1ccc(C#Cc2c(-c3ccccc3)n(C)c3ccccc23)cc1
 : -15 | x
> COc1ccc2c(c1OC)CN1CCc3cc4c(cc3[C@@H]1[C@@H]2O)OCO4
 : -5 | i
> CC(C)C(=O)Nc1ccc(NC(=O)c2cc3ccccc3o2)cc1
 : -24 | i
> C/C=C/c1ccc(OCCOc2cccc3cccnc23)c(OC)c1
 : -22 | i
> COc1ccccc1CCC(=O)N1CCC(n2nccc2NC(=O)C2CCOC2)CC1 (stereo not drawn)
 : -14 | i
> CCOc1cccc(-c2cc(C(=O)NN)[nH]n2)c1
 : -28 | i
> O=[N+]([O-])c1cc(Br)c(O)c(/C=N/Nc2nnnn2-c2cccc3ccccc23)c1
 : -10 | i
> CCC(C(=O)OCC(=O)Nc1cccc(C(C)=O)c1)c1ccccc1 (stereo not drawn)
 : -10 | i
> CC(=O)Cn1cnc2scc(-c3ccc(C)c(C)c3)c2c1=O
 : -22 | i
> COc1ccccc1NC(=O)Cc1csc(N)n1
 : -11 | i

2 of the compounds above, field by field:
CC(C)C(=O)Nc1ccc(NC(=O)c2cc3ccccc3o2)cc1
  OX1R antag: -24	CHT PAM: i
C/C=C/c1ccc(OCCOc2cccc3cccnc23)c(OC)c1
  OX1R antag: -22	CHT PAM: i

Carrying on.
The line under a structure holds: OX1R antag | CHT PAM
> COc1ccc(N2CCN(Cc3cc4c(cc3Br)OCCO4)CC2)cc1
 : -1 | i
> CNS(=O)(=O)c1ccc(N2CCCC2=O)c([N+](=O)[O-])c1
 : -6 | i
> Cc1cc(NC(=O)Nc2ccc(Cl)cc2)n(C)n1
 : -19 | i
> CCOC(=O)/C(C#N)=C/c1cccc(F)c1
 : -12 | i
> O=C1[C@H](Oc2ccccc2)[C@@H](c2ccccc2)N1c1ccncc1
 : 8 | x
> COc1ccc(-n2nnnc2-c2ccc(S(C)(=O)=O)cc2Cl)cc1
 : -10 | i
> COc1cc(O)c(C(CCN2CCCC2)c2ccc3c(c2)OCO3)c(OC)c1 (stereo not drawn)
 : -22 | i
> CCNC(=O)c1cc(Cl)ccc1OC
 : 9 | i
> CCOc1ccccc1N1CCN(C(=O)C2=CC=CN3CCS(=O)(=O)N=C23)CC1
 : -6 | x
> COc1ccccc1-n1cnnc1SCC(=O)Nc1cccc(S(N)(=O)=O)c1
 : 1 | i
> O=[N+]([O-])c1cccc(S(=O)(=O)N2CCCCC2c2cccnc2)c1 (stereo not drawn)
 : -24 | i
> CCCn1c(SCC(=O)Nc2nonc2C)nnc1-c1ccoc1C
 : -15 | i
> CCN(C(=O)COC(=O)c1cc(Cl)ccc1OC)c1c(N)n(Cc2ccccc2)c(=O)[nH]c1=O
 : -6 | x
> Cc1ccc(CNC(=O)CNC(=O)[C@@H]2Cc3ccccc3CN2C(=O)OC(C)(C)C)cc1
 : -32 | i
> CCOC(=O)c1ccc(NC(=O)CN2C(=O)CSCC2=O)cc1
 : -1 | i
> COc1ccc(C2=NS(=O)(=O)N(C)C(C(=O)N3CCc4ccccc4C3)=C2)cc1OC
 : -3 | i
> COc1cc(SC)ccc1C(=O)N1CCN(c2ccccc2)CC1
 : -15 | i
> CC1CCCCC1Nc1ncnc2sccc12 (stereo not drawn)
 : -21 | i
> O=C(CCNC(=O)c1ccccc1Cl)Nc1ccc(S(=O)(=O)Nc2nccs2)cc1
 : -11 | x
> O=C(c1cccc([N+](=O)[O-])c1)c1ccc2c(c1)C(=O)N(c1c[nH]c(=O)[nH]c1=O)C2=O
 : 7 | i
> O=C(c1cccs1)N1CCC(C(=O)N2CCN(Cc3ccc4c(c3)OCO4)CC2)CC1
 : -23 | i
> CC(CN(C)C)CN1c2ccccc2CCc2ccccc21 (stereo not drawn)
 : -28 | i
> COc1cc(C(=O)Nc2cc(Cl)ccc2-n2cncn2)ccc1OC(F)F
 : -16 | i
> CC(C)CSC1=NSC2=NC(=O)/C(=C\c3cccs3)C(=N)N12
 : -9 | i
> O=C(Nc1ccc(Cl)cc1)NN1CC(=O)N(c2cccc(C(F)(F)F)c2)CC1=O
 : -16 | i
> COc1ccc(NC(=O)c2cccc(N3C(=O)C4C5C=CC(C6CC56)C4C3=O)c2)cc1 (stereo not drawn)
 : -8 | i
> O=c1c(/C=N/OCc2ccc(Cl)cc2Cl)c[nH]n1-c1cccc(Cl)n1
 : -6 | i
